Source: PubChem BioAssay
Bim-Bcl-2: human Bim-Bcl-2 interaction inhibition; P10415; Bead-based flow cytometry, Bim peptide-Bcl-2 binding; inhibition, % at 10 µM; actives 0.06% (n = 190,000); AID 950; in the data active = inhibition above about 40%; inconclusive = no clear call, values can overlap the other calls;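 note: 0% = no compound wells with probe peptide and 100% = reference peptide inhibitor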
Target sequence (P10415 whole entry, looked up): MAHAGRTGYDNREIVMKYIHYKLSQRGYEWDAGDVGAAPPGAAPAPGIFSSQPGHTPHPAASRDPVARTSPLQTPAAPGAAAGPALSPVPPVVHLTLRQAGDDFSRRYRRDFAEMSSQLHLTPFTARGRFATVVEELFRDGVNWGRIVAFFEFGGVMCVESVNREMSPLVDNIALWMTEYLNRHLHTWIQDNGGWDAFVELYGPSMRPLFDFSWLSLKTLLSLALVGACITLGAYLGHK
RGS4-Gao reg: human RGS4-Galphao interaction regulation; binding response (% of control), % at 10 µM; Multiplexed bead flow cytometry, RGS4-Galphao binding; actives lie on both sides; P09471; actives 0.33% (n = 220,000); in the data active = binding response below about 49% or above about 150%; inactive = in between;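 note: fluorescent Galphao activated with aluminum fluoride binding bead-coupled RGS4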
Bcl-W Bim block: inhibitors of Bim-Bcl-W interaction, human | bead-based flow cytometry, Bim peptide-Bcl-W binding | inhibition, % at 10 µM | actives 0.02% (n = 190,000);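 note: 0% = bound tracer without compound and 100% = peptide blocker; higher means less fluorescent Bim peptide bound to Bcl-W beads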
Target sequence (Q92843 whole entry, looked up): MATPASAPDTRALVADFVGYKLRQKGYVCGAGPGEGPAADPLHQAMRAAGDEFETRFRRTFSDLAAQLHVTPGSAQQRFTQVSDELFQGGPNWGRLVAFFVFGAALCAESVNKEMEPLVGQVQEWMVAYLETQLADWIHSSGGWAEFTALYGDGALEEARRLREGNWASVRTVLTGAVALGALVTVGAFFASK
Bim-Bfl-1: disrupts Bim binding to human Bfl-1; Q16548; Bead-based flow cytometry, Bim-Bfl-1 binding inhibition; inhibition, % at 10 µM; actives 0.12% (n = 190,000); AID 1008;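 note: 0% = wells without compound plus tracer and 100% = blocker peptide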
ABCB1 block: blocks JC-1 efflux by human ABCB1 transporter; P08183; CCRF-Adr cells, flow cytometry; inhibition, % at 6.6 µM; actives 0.067% (n = 190,000); in the data active = inhibition above about 40%;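 note: 0% = vehicle and 100% = reference inhibitor; higher value means more JC-1 retained so stronger ABCB1 efflux block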
Bim-Bcl-XL: human Bim-Bcl-XL interaction inhibition; Q07817; Bim peptide-Bcl-XL binding, bead flow cytometry, fluorescence; inhibition, % at 10 µM; actives 0.04% (n = 190,000)
Target sequence (Q07817 whole entry, looked up): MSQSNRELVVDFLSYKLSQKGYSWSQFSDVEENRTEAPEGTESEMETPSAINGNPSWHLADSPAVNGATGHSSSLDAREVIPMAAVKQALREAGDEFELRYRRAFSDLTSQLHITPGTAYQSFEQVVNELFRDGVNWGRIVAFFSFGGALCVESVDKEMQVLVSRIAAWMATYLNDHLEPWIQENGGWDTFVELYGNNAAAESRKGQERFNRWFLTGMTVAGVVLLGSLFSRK
RGS7-Gao reg: regulators of human RGS7-Galphao interaction | P09471 | Multiplexed bead flow cytometry, RGS7-Galphao binding; actives lie on both sides | binding response (% of control), % at 10 µM | actives 0.35% (n = 220,000) | AID 1439; in the data active = binding response below about 49% or above about 150%; inconclusive = no clear call, values can overlap the other calls; inactive = in between;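 note: fluorescent Galphao held in activated GDP-AlF4 state binding bead-coupled RGS7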
ABCG2 block: blocks JC-1 efflux by human ABCG2 transporter | AID 1325 | actives 0.1% (n = 190,000) | inhibition, % at 6.6 µM | Q9UNQ0 | IgMXP3 cells, flow cytometry;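 active = inhibition above 80%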;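 note: 0% = DMSO and 100% = nicardipine control wells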
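test system = two drug-resistant human cell lines, ABCG2 and ABCB1 | amount = 3 million cells/mL final, two lines in 1:1 ratio | reagent = JC-1 transporter substrate | doses = one concentration, 6.6 µM final | incubation = 10 min at 25 °C | signal = flow cytometric JC-1 green MFI at 530 nm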
Bim-Mcl-1: inhibitors of Bim-Mcl-1 interaction, human | actives 0.1% (n = 190,000) | Bead-based flow cytometry, Bim peptide-Mcl-1 binding | inhibition, % at 10 µM;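 note: 0% = no compound tracer wells and 100% = peptide blocker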
RGS8-Gao reg: human RGS8-Galphao interaction regulation. P09471. multiplexed bead flow cytometry, RGS8-Galphao binding; actives lie on both sides. response (percent of control binding), % at 10 µM. actives 0.34% (n = 220,000); in the data active = response below about 60% or above about 140%; inactive = in between;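 note: Galphao activated as the GDP aluminium fluoride complex binding bead-coupled RGS8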
Bim-Bcl-B: human Bim-Bcl-B interaction inhibition; AID 951; bead-based flow cytometry, Bim peptide-Bcl-B binding; inhibition, % at 10 µM; actives 0.073% (n = 190,000);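 note: 0% = tracer peptide without compound and 100% = reference inhibitor peptide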
Target sequence (Q9HD36 whole entry, looked up): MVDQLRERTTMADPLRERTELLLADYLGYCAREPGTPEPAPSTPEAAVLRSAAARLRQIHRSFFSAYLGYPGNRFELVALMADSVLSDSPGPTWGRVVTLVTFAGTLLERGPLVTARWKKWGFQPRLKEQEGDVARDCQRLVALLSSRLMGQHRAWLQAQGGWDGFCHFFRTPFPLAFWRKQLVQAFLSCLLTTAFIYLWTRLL
Active calls of the source: *; ? = inconclusive; [ ] = another dose, or the depositor's remark. Cut-off read from the data, not from the text of the source, unless noted: active = inhibition above about 40%.

SMILES	Bim-Bcl-2	RGS4-Gao reg	Bcl-W Bim block	Bim-Bfl-1	ABCB1 block	Bim-Bcl-XL	RGS7-Gao reg	ABCG2 block	Bim-Mcl-1	RGS8-Gao reg	Bim-Bcl-B
O=C(NN1C(=O)C2C3C=CC(O3)C2C1=O)c1cccc(O)c1 (stereo not drawn)	-6	98	-3	-13	1.7	-4	99	7	0	98	-5
Cc1ccc(OCC(=O)NNC(=O)c2ccoc2C)c(Br)c1	-4	95	5	1	0.9	0	93	11	-3	97	-6
COc1ccc(C(=O)NNC(=O)CSc2nc3c([nH]2)c(=O)n(C)c(=O)n3C)cc1	-3	89	-2	-3	0.2	-2	?	1	-2	86	-3
Cc1cc(=O)[nH]c(SCC(=O)Nc2nnc(SCc3ccccc3)s2)n1	-1	101	-2	-4	0.3	-2	104	2	-1	103	0
CC[N+]1(C)CCC(=C2c3ccccc3CC(=O)c3sccc32)CC1 (stereo not drawn)	0	98	-4	0	0.2	0	97	0	-1	98	-10
CCN(CC)c1ccc(C(=O)N/N=C/c2ccc(N3CCOCC3)cc2)cc1	0	94	1	-2	-2.1	-1	94	-1	0	96	-4
CC(C)Cc1ccc(S(=O)(=O)N2CCOCC2)cc1	-13	100	0	-11	0.2	-5	102	1	0	104	-8
Cc1ccc(C2=CC(C)(c3ccc(C)cc3)Nc3nc(C(F)(F)F)nn32)cc1 (stereo not drawn)	-5	103	-10	-11	0.4	-10	100	3	-6	100	-13
CCOC(=O)N1CCC(N2Cc3cccc(C(=O)NCc4ccccn4)c3C2=O)CC1	-8	102	2	-7	-1.3	-5	98	-2	0	106	-5
Cc1cccc2c1-c1sc(C(=O)Nc3cccc([N+](=O)[O-])c3C)cc1CO2	-3	107	-1	-1	-3.5	-3	108	-7	-4	114	-4
Cc1ccc(S(=O)(=O)CCc2nnc(NC(=O)c3cccs3)s2)cc1	5	106	-7	0	-1.0	-5	108	-8	-11	109	-1
O=C(COC(=O)c1c(Cl)ccc(Cl)c1Cl)NC(=O)NCc1ccccc1	12	100	4	16	0.2	5	102	3	4	99	10
CCN1CCc2nc(NC(=O)c3ccc(S(=O)(=O)N(C)C)cc3)sc2C1	-3	101	-1	-4	0.1	-3	?	1	-2	100	-3
O=C(Nc1ccccc1Oc1ccccc1)c1cccc([N+](=O)[O-])c1	0	98	0	-2	-4.8	0	99	-2	0	98	-2
COc1ccc(C(C)C)cc1S(=O)(=O)n1cnc(C)c1	-2	98	0	1	-0.2	-2	96	0	2	103	0
O=C(c1cc(-c2cccs2)on1)N1CCN(c2ccccc2)CC1	-1	94	-1	-2	0.4	-14	97	1	-2	88	-1
O=C(CN1C(=O)S/C(=C\C=C\c2ccccc2)C1=O)Nc1cccc(O)c1	-2	100	-5	-9	-1.8	-7	100	-9	-23	103	-4
CC[n+]1c(/C=C/C=C/N(C(C)=O)c2ccccc2)sc2cc(OC)ccc21	-1	135	7	8	3.9	0	155*[activator]	14	-4	93	16
Cn1c(=O)[nH]c(=O)c2c1nc(CN1CCN(c3cccc(Cl)c3)CC1)n2CCc1ccccc1	-8	100	-1	-9	5.0	-3	103	6	-2	99	-5
O=C(COC(=O)c1cccc(S(=O)(=O)N2CCc3ccccc32)c1)NC1CCS(=O)(=O)C1 (stereo not drawn)	-5	97	-3	-1	0.2	-5	107	1	-1	98	-2
CCOc1[nH]n(-c2ccccc2)c(=O)c1C=Nc1ccc(F)cc1F	-1	99	-1	-5	-0.2	-4	?	0	-2	99	-4
COc1ccc(-c2noc(CCC(=O)Nc3cccc(C)c3)n2)cc1	-1	92	0	0	0.6	-1	99	5	0	104	-1
COC(=O)c1sc2ncccc2c1OCc1cccc(Cl)c1	-2	100	-4	-2	0.6	-5	102	5	-3	101	-1
O=C(CCn1nnc2ccccc2c1=O)N[C@H](C(=O)O)c1ccccc1	-11	100	0	-12	0.8	-12	102	4	-1	101	-6
Cc1ccc2nc(NC(=O)CCCC(=O)O)sc2c1	-10	99	-5	-9	-0.2	-3	98	0	0	101	-6
O=C(N1CCN(c2ccc(F)cc2)CC1)C12CC3CC(CC(C3)C1)C2	0	97	-2	0	1.2	-2	99	3	-1	101	-8
Cc1ccc(/C=C/C(=O)Nc2sc(C)c(C)c2C(=O)OC(C)C)o1	0	96	0	2	-0.5	0	101	-2	-1	88	0
CCCOC(=O)c1c(NC(=O)CCC(=O)O)sc2c1CCCCC2	-2	87	-3	-1	1.0	-5	84	30	-3	89	-14
O=C(C(=O)N1CCOCC1)c1c[nH]c2ccccc12	-5	99	-2	-14	1.1	0	104	2	0	105	-1
Cn1cnnc1SC/C(O)=C(\C#N)c1nc2ccccc2[nH]1	0	101	-4	1	0.4	-7	98	1	-6	102	-3

Quoted at random: 2 entries already listed
SMILES	Bim-Bcl-2	RGS4-Gao reg	Bcl-W Bim block	Bim-Bfl-1	ABCB1 block	Bim-Bcl-XL	RGS7-Gao reg	ABCG2 block	Bim-Mcl-1	RGS8-Gao reg	Bim-Bcl-B
O=C(CCn1nnc2ccccc2c1=O)N[C@H](C(=O)O)c1ccccc1	-11	100	0	-12	0.8	-12	102	4	-1	101	-6
COc1ccc(-c2noc(CCC(=O)Nc3cccc(C)c3)n2)cc1	-1	92	0	0	0.6	-1	99	5	0	104	-1

(continued)
SMILES	Bim-Bcl-2	RGS4-Gao reg	Bcl-W Bim block	Bim-Bfl-1	ABCB1 block	Bim-Bcl-XL	RGS7-Gao reg	ABCG2 block	Bim-Mcl-1	RGS8-Gao reg	Bim-Bcl-B
CN1CCN(C(=O)C2=C[C@@H](c3ccc4c(c3)OCO4)C[C@@H](OCc3ccc(CO)cc3)O2)CC1	-4	92	-3	-6	0.8	-1	96	2	-3	96	-4
Cc1cc2nc(C)n3c4ccccc4nc3n2n1	-2	101	1	-1	0.9	0	100	3	1	100	0
CCNc1sc(C(=O)OCC)c(N)c1C#N	-1	100	-2	-5	0.1	0	100	1	0	101	-7
CCCOc1ccc(OCCSc2nnc(N)s2)cc1	-9	98	0	-6	0.7	-5	98	4	1	92	-2
CCOc1ccc2nc(SC3CC(=O)N(c4ccccc4)C3=O)sc2c1 (stereo not drawn)	-2	101	-1	-4	0.1	-5	102	0	0	102	-2
Cc1sc(NC(=O)C2CCCCC2C(=O)O)c(C(N)=O)c1-c1ccccc1 (stereo not drawn)	2	106	0	1	0.5	-3	113	3	-1	104	0
COc1ccc(S(=O)(=O)N(C)c2c(C)n(C)n(-c3ccccc3)c2=O)cc1OC	-6	119	2	-10	0.6	-2	203*[activator]	3	0	100	-7
Cc1ccc(NC(=O)CCSc2nc(C)cc(C)n2)cc1	-11	103	1	-11	0.6	-3	102	4	-3	102	-5
COc1ccc(-c2cc(C(F)(F)F)n3nc(C(=O)Nc4c(C)n(C)n(-c5ccccc5)c4=O)cc3n2)cc1	0	109	1	0	1.6	1	109	4	0	124	-3
O=C(CCSc1nc(-c2ccco2)cc(C(F)(F)F)n1)N1CCCc2ccccc21	-5	100	-4	-15	0.3	-5	99	6	-2	99	-10

6 entries out of the list above, arranged by their value in ABCG2 block, falling:
SMILES	Bim-Bcl-2	RGS4-Gao reg	Bcl-W Bim block	Bim-Bfl-1	ABCB1 block	Bim-Bcl-XL	RGS7-Gao reg	ABCG2 block	Bim-Mcl-1	RGS8-Gao reg	Bim-Bcl-B
O=C(CCSc1nc(-c2ccco2)cc(C(F)(F)F)n1)N1CCCc2ccccc21	-5	100	-4	-15	0.3	-5	99	6	-2	99	-10
COc1ccc(-c2cc(C(F)(F)F)n3nc(C(=O)Nc4c(C)n(C)n(-c5ccccc5)c4=O)cc3n2)cc1	0	109	1	0	1.6	1	109	4	0	124	-3
Cc1cc2nc(C)n3c4ccccc4nc3n2n1	-2	101	1	-1	0.9	0	100	3	1	100	0
CN1CCN(C(=O)C2=C[C@@H](c3ccc4c(c3)OCO4)C[C@@H](OCc3ccc(CO)cc3)O2)CC1	-4	92	-3	-6	0.8	-1	96	2	-3	96	-4
CCNc1sc(C(=O)OCC)c(N)c1C#N	-1	100	-2	-5	0.1	0	100	1	0	101	-7
CCOc1ccc2nc(SC3CC(=O)N(c4ccccc4)C3=O)sc2c1 (stereo not drawn)	-2	101	-1	-4	0.1	-5	102	0	0	102	-2

(next part)
SMILES	Bim-Bcl-2	RGS4-Gao reg	Bcl-W Bim block	Bim-Bfl-1	ABCB1 block	Bim-Bcl-XL	RGS7-Gao reg	ABCG2 block	Bim-Mcl-1	RGS8-Gao reg	Bim-Bcl-B
COCCN1C(=O)C(=O)/C(=C(/O)c2cccc(S(=O)(=O)N(C)C)c2)C12C(=O)N(C)c1ccccc12 (stereo not drawn)	-7	85	0	-11	7.2	-6	96	-5	0	94	-4
O=C1CC(c2ccccc2)Cc2nc(N3CCc4ccccc4C3)ncc21 (stereo not drawn)	-1	102	0	2	0.2	0	98	3	0	101	-2
O=C(NCc1nc2ccccc2[nH]1)C1CCCCC1	-10	106	-9	-10	-0.3	-10	100	0	-3	101	-36
Cc1cccc(N=c2c([N+](=O)[O-])nn(-c3ccc(Cl)cc3)n2O)c1	-4	102	-1	-2	1.1	-1	?	9	-3	99	-7
COc1ccc(Nc2nc(N)nc(CSC(=S)N3CCCCC3)n2)cc1	-5	102	-5	-7	0.5	-4	100	1	-1	106	-3
Cc1cc2[nH]cnc2c([N+](=O)[O-])c1C	-2	104	0	-4	3.4	0	102	17	0	101	-3
Cc1ccc(NC(=O)CSc2nnc(-c3cnccn3)n2-c2ccccc2)cc1	-5	117	-1	-2	0.3	-6	111	3	-3	112	-4
COc1ccccc1NC(=O)C1=C(C)NC(SCC(=O)c2ccc(C)cc2)=C(C#N)C1c1ccco1 (stereo not drawn)	-1	101	0	4	0.8	-3	104	1	-3	101	-10
COC(=O)C1=C(C)OC(N)=C(C#N)C1c1c(C)nn(-c2ccccc2)c1Cl (stereo not drawn)	0	98	-2	-2	1.0	-4	96	1	-1	99	0
O=C(COC(=O)C1CC1)c1c[nH]c2ccccc12	-7	104	3	-10	0.1	0	100	0	0	99	-6
CCN1C(=O)CS/C1=C(\C#N)S(=O)(=O)c1ccccc1	-15	102	-3	-13	-0.2	-5	105	-4	-3	102	-8
CNC(=O)c1cc(Nc2nnc(C)c3ccccc23)ccc1OC	-10	96	-4	-15	0.4	-13	98	6	-5	99	-6
O=C(CCN1C(=O)c2ccccc2C1=O)Nc1sc2c(c1C(=O)NCc1ccco1)CCCC2	6	100	-2	4	7.0	3	96	20	2	98	0
